Screening data: PubChem, several laboratories
BioA inh: M. tuberculosis BioA enzyme inhibitors, primary screen, biochemical, plate reader, single point, HTS; purified M. tuberculosis BioA enzyme; AID 602481, 2012; 360,000 compounds, 0.096% hits; inhibition, % at 9.99 µM; 7,8-diaminopelargonic acid synthase BioA (Mycobacterium tuberculosis); in the data active means inhibition above about 40%; inconclusive means no clear call, values can overlap the other calls
SSB-PriA inh: inhibitors of Klebsiella pneumoniae PriA binding to SSB C-terminal tail, primary screen, biochemical, AlphaScreen | 430,000 compounds, 0.6% hits | inhibition, % at 33 µM | AlphaScreen SSBct-PriA binding, biotinylated peptide | AID 1272365, 2023; in the data active means inhibition mostly above about 37%, no sharp cut-off; inactive means mostly below about 20%;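 further: plate controls were negative control peptide for no effect and reference peptide for full effect; strong numbers were not always called active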
Vc quorum ag: inducers of Vibrio cholerae quorum light production without autoinducers, primary screen, BH1578 luxS cqsA deficient, single point | activation, % at 18.7 µM | 350,000 compounds, 0.16% hits | V. cholerae BH1578 lux reporter, luminescence, 6 h | AID 588436, 2011; in the data active means activation mostly above about 9.7%, no sharp cut-off; inconclusive means no clear call, values can overlap the other calls; inactive means mostly below about 3.7%; further: not every result past the cut was called active; inactives centre near 0; reference of the scale not given here
GDH-TPI counter: GDH-TPI coupling enzyme inhibitors, primary screen, artefact control for M. tuberculosis FBA inhibitor project, biochemical, absorbance, full deck. GDH-TPI coupled enzyme counterscreen, NADH absorbance. inhibition, % at 4.8 µM. 360,000 compounds, 1.2% hits. AID 588335, 2011; in the data active means inhibition above about 30%;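 further: 0% = DMSO wells and 100% = wells lacking the enzyme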
Rv3671c inh: Rv3671c serine protease inhibitors, primary screen, biochemical, fluorescence polarization, M. tuberculosis H37Rv. inhibition, % at 5.96 µM. 320,000 compounds, 0.048% hits. AID 2606, 2010; in the data active means inhibition above about 38%;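 further: extracellular domain of Rv3671c used as enzyme; 0% = enzyme with DMSO and 100% = no enzyme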
Target sequence (P9WHR9 whole entry, looked up, the tested form may be a part): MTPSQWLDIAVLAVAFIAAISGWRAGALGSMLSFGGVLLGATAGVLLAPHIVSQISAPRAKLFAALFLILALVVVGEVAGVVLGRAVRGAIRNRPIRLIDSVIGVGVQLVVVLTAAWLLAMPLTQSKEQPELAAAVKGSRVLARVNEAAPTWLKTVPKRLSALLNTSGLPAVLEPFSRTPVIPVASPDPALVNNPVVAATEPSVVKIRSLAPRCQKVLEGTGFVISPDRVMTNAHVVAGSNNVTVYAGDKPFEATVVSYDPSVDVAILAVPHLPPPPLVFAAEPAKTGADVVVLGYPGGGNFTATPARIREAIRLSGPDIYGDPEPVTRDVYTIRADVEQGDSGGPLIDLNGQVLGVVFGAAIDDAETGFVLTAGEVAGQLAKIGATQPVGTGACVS
MazF activator: activators of E. coli MazEF toxin-antitoxin RNase, primary screen, biochemical, fluorescence, uHTS; FAM/BHQ RNA-DNA oligo cleavage fluorescence, 5 h; 350,000 compounds, 0.32% hits; activation, % at 20 µM; AID 504720, 2011; in the data active means activation above about 50%
UGM FP inh: M. tuberculosis UGM enzyme inhibitors, primary screen, biochemical, fluorescence polarization, single point | UDP-galactopyranose mutase (Mycobacterium tuberculosis (strain ATCC 25618 / H37Rv)), … | 320,000 compounds, 0.06% hits | purified UGM, fluorescence polarization probe displacement | inhibition, % at 10 µM; in the data active means inhibition above about 10%, passing the limit was not always enough; inconclusive means no clear call, values can overlap the other calls
DUSP3 inh: VHR1 phosphatase inhibitors, primary screen, biochemical, absorbance, uHTS | Dual specificity protein phosphatase 3 (Homo sapiens), P51452 | recombinant VHR phosphatase, pNPP absorbance | inhibition, % at 13.3 µM | 290,000 compounds, 0.52% hits | AID 1654, 2009; in the data active means inhibition above about 50%; further: some compounds called inactive have numbers as strong as hits
Target sequence (P51452 whole entry, looked up): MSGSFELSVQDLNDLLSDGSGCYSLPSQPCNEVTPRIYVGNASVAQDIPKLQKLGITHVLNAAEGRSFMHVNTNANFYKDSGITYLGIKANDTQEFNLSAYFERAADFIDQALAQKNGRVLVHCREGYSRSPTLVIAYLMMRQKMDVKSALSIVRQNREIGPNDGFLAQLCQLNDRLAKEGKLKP
SARS 3CLpro inh: SARS-CoV 3CLpro protease inhibitors, primary screen, biochemical, quenched FRET. Replicase polyprotein 1ab (Severe acute respiratory syndrome coronavirus), P0C6X7. recombinant SARS-CoV 3CLpro, quenched FRET peptide cleavage. inhibition, % at 6 µM. 290,000 compounds, 0.14% hits. AID 1706, 2009; in the data active means inhibition above about 12%
FBA Mtb inh: Mtb FBA enzyme inhibitors, primary screen, biochemical, fluorescence, strain H37Rv. Fructose-bisphosphate aldolase (Mycobacterium tuberculosis (strain ATCC 25618 / H37Rv)), …. purified M. tuberculosis FBA, fluorescence read-out. inhibition, % at 1 µM. 360,000 compounds, 2.3% hits. AID 588726, 2011; in the data active means inhibition above about 27%;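 further: 0% = vehicle and 100% = reference inhibitor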
Target sequence (P9WQA3 whole entry, looked up): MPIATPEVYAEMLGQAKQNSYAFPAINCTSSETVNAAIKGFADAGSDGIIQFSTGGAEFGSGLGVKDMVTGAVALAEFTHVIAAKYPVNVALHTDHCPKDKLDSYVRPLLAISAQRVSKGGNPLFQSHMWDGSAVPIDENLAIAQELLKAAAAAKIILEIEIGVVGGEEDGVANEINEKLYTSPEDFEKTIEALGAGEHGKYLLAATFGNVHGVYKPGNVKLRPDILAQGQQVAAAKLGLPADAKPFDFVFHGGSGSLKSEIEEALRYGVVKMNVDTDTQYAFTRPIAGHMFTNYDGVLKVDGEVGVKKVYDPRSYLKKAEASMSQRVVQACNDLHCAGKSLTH
An asterisk follows results filed as active; i = inactive; ? = inconclusive; . = not tested or not shown; & = joins results of further samples. A portion of the library; count on the stated rates, not on these rows.

smiles,BioA inh,SSB-PriA inh,Vc quorum ag,GDH-TPI counter,Rv3671c inh,MazF activator,UGM FP inh,DUSP3 inh,SARS 3CLpro inh,FBA Mtb inh
Cc1ccc(-c2cccc([C@H]3[C@@H]4C=CC[C@@H](C)[C@@H]4C(=O)N3Cc3ccccc3)c2)cc1,-0.4,-6,-6.7,4,.,-3,.,.,.,-4
O=C(c1cnccn1)N1CCN(C/C=C/c2ccccc2)CC1,-1.3,2,-0.2,-3,4,-3,-1.7,36,-1,0
CC(=O)c1coc2ccc(OCC(=O)O)cc12,-3.5,-20,-0.3,0,5,1,-1.0,9,-6,2
Cc1c(NC(=O)c2cc(-c3ccc(Cl)s3)nc3ccccc23)c(=O)n(-c2ccccc2)n1C,0.0,-10,0.2,-8,1,-1,1.1,3,2,13
O=C(c1ccc(S(=O)(=O)N2CCOCC2)cc1)N(c1ccc(F)cc1)C1C=CS(=O)(=O)C1 (centres undefined),1.0,-4,-0.3,-2,0,7,-0.4,6,2,7
NC(=O)c1ccsc1NC(=O)C1CC1,-1.3,-10,-0.2,0,7,-10,3.5,10,.,3
CC(=O)N1[C@H](Cc2ccccc2)C=C[C@]1(C)C(=O)NCc1ccc(C)o1,6.7,-10,i,2,2,4,-1.2,8,2,1
O=C1CC(N2CCCc3ccccc32)C(=O)N1c1ccccc1 (centres undefined),.,4,-0.4,4,6,0,3.9,-17,4,1
O=C(Cc1cccs1)NC(Cc1c[nH]c2ccccc12)C(=O)O (centres undefined),.,-1,-0.1,1,-3,8,0.3,14,-4,-1
CN1CCc2c(n(CC(O)CN3CCN(CCO)CC3)c3ccccc23)C1=O (centres undefined),.,-10,i,-1,3,7,-0.1,4,-3,11
O=C(O)COc1ccc(Br)cc1/C=N\Nc1ccccn1,-0.8,.,-0.9,9,1,-7,-1.0,0,7,1
COc1ccc(/C(C)=N/NC(=O)c2nnn(-c3nonc3N)c2-c2cccs2)cc1,-0.1,.,0.4,-2,5,6,-0.3,4,1,-6
CC(=O)c1ccc(NS(=O)(=O)c2ccc(N)cc2)cc1,1.7,1,-0.4,13,-2,14,0.6,4,-1,0
O=c1cc(CSc2ccc(Cl)cc2)nc(-c2ccccc2)[nH]1,.,4,0.2,-3,-8,2,-0.4,9,-3,0
FC(F)(F)c1ccc(Oc2ccc(Cl)cc2Br)nc1,.,1,-0.3,8,-7,8,4.1,20,0,2

Further results
smiles,BioA inh,SSB-PriA inh,Vc quorum ag,GDH-TPI counter,Rv3671c inh,MazF activator,UGM FP inh,DUSP3 inh,SARS 3CLpro inh,FBA Mtb inh
CCn1c(SCc2nnc(-c3ccccc3)o2)nnc1-c1ccc(S(=O)(=O)N2CCCC2)cc1,3.3,-5,i,5,-1,7,0.6,3,-4,-7
O=C(Nc1nnc(C2CC2)s1)c1cc(S(=O)(=O)N2CCCCC2)ccc1N1CCOCC1,0.0,-3,-3.7,19,0,9,-1.4,3,1,4
CC1CN(Cc2c(O)ccc3c(=O)c(-c4ccccc4)coc23)CC(C)O1 (centres undefined),5.4,-8,i,25,2,10,2.2,8,1,90*
O=C(Nc1ccccc1C(=O)NCc1cccnc1)c1ccc(Cl)cc1Cl,.,-10,0.7,12,-3,-12,-2.4,7,2,2
COc1ccc(-c2nc(-c3ccccc3)c(-c3cc([N+](=O)[O-])ccc3C)[nH]2)cc1O,-0.2,47,-2.8,11,6,6,3.5,16,0,1
CC(=O)NCCn1ccc2ccccc21,-0.5,4,-0.4,7,-3,6,2.9,-12,1,1
Cc1ccc(S(=O)(=O)n2c([N+](=O)[O-])cnc2C)cc1C,.,-5,-0.5,6,10,2,1.9,38,-3,0
O=C(Nc1nnc(-c2ccc(F)cc2)o1)c1ccc(S(=O)(=O)N2CCOCC2)cc1,-1.6,9,25*,9,2,2,0.7,-14,4,-1
COCC(C)NC(=O)Cc1ccc(F)cc1 (centres undefined),.,-2,-0.4,10,1,5,-0.5,-1,3,-3
CN(C)CCCNC(=O)CCc1ncc(C(F)(F)F)cc1Cl,-1.8,-4,-0.4,0,2,-1,-0.2,3,1,4
C=CCNC(=S)Nc1ccc(C)c(S(=O)(=O)N2CCCCC2)c1,-1.0,-1,i,6,8,3,-1.2,16,2,0
CC1=C(C(=O)N2CCCCC2)C2(CCC(C)CC2)OC1=O (centres undefined),0.2,1,i,-5,7,2,-2.6,-5,-2,0
CCOc1ccc2nc(NC(=O)COC)sc2c1,.,-8,0.4,2,-2,9,-0.1,13,1,-1
CC(C)c1c(C(=O)N/N=C/c2ccccc2C(=O)O)nnn1-c1nonc1N,2.4,.,-0.2,7,-6,5,-0.2,-41,-3,-1
CCN(CC(=O)NCc1ccc(F)cc1)C(=O)Cc1c(F)cccc1Cl,.,-10,-0.1,-6,-2,6,0.9,32,-1,-1

Continuation:
smiles,BioA inh,SSB-PriA inh,Vc quorum ag,GDH-TPI counter,Rv3671c inh,MazF activator,UGM FP inh,DUSP3 inh,SARS 3CLpro inh,FBA Mtb inh
O=C(CCNC(=O)c1ccc(Br)cc1)NNC(=O)COc1ccccc1F,.,-8,.,4,-2,-5,0.4,.,.,-1
COc1ccc(NC(=O)C(C)N(C)Cc2ccc3ccccc3c2)cc1 (centres undefined),-1.1,5,-4.0,2,-6,-12,-3.2,-14,0,1
O=C(c1cc2ccccc2cc1O)N1CCN(c2ccccc2O)CC1,5.5,-8,12,-5,-4,1,-2.8,.,.,-1
COc1cccc(C(=O)N2CCN(Cc3ccccn3)CC2)c1,3.5,-3,-2.8,-12,1,4,0.4,-6,2,1
CN(Cc1ccccc1)C(=O)c1ccc(NC(=O)Cc2ccc(NC(=O)C3CCCN(C(=O)C4CC4)C3)cc2)cc1 (centres undefined),-0.6,-1,i,4,.,-7,.,.,.,-2
COc1ccc(CCNC(=O)CN2CCC(C)CC2)cc1OC,-0.7,6&0,-2.2,7,8,3,-0.8,-29,-3,-5
Cc1nc(-c2cccc(N)c2)cs1,-0.3,4&-18,-0.2,13,0,8,0.3,7,-2,3
O=C(NCc1cccs1)C1CCCN(C(=O)Nc2ccccc2)C1 (centres undefined),1.8,-18,i,-5,3,2,-1.5,4,1,3
COc1cc(Br)c(C(C)NC(=O)c2cccc(Br)c2)cc1OC (centres undefined),3.9,-19,-1.0,20,-2,-9,-1.0,39,6,3
Cc1cc2c(cc1C)C(c1ccccc1OC(C)C)CC(=O)N2 (centres undefined),0.5,9,i,2,-9,5,1.3,11,6,0
CCNc1nc(NC#N)nc(SCC(=O)OCC)n1,-0.5,-8,.,-8,1,2,-0.8,-14,-4,-1
COc1ccc(C2C(C(=O)NCCN3CCOCC3)c3ccccc3C(=O)N2C)cc1OC (centres undefined),-0.8,-12,i,8,3,16,0.5,8,0,1
COCCCn1c(=O)c2ccccc2n(Cc2ccccc2)c1=O,5.6,-10,0.4,-14,0,5,3.3,20,1,2
C=CCn1c(=O)/c(=C/c2ccc(Cl)cc2)s/c1=C(\C#N)c1nnc2n1CCCCC2,.,-11,i,33*,.,-4,.,.,.,-2
Cc1ccccc1C(=O)Nc1nnc(S(=O)(=O)N2CCCCCC2)s1,-1.5,-12,-0.1,15,1,3,2.4,17,9,6

Just GDH-TPI counter, for 2 of the compounds above:
SMILES | GDH-TPI counter
O=C(Nc1nnc(C2CC2)s1)c1cc(S(=O)(=O)N2CCCCC2)ccc1N1CCOCC1 | 19
Cc1ccc(S(=O)(=O)n2c([N+](=O)[O-])cnc2C)cc1C | 6

(more compounds)
smiles,BioA inh,SSB-PriA inh,Vc quorum ag,GDH-TPI counter,Rv3671c inh,MazF activator,UGM FP inh,DUSP3 inh,SARS 3CLpro inh,FBA Mtb inh
CCC(=NCCC(c1ccccc1)c1ccccc1)c1c(O)[nH]c(=O)[nH]c1=O,-0.6,2,0.3,7,-5,-11,0.0,0,-3,-3
COc1ccc(NC(=O)C2CCCN(S(=O)(=O)c3ccc4c(c3)CC(C)N4C(C)=O)C2)cc1 (centres undefined),-1.8,11,-0.2,-3,-3,9,0.0,29,-2,0
Cc1ccc(C2NC(c3ccc(C)cc3)C(C)C(=NO)C2C)cc1 (centres undefined),.,8,1.7,-2,-4,0,0.6,31,1,-1
C=CCNc1sc(C(=O)c2ccc(Br)s2)c(N)c1C#N,.,-5,-0.4,9,-20,10,?,2,1,0
COc1ccc(N2Cc3ccccc3C2=NC(=O)c2cccc([N+](=O)[O-])c2)cc1,.,15,i,-2,1,5,2.4,24,-1,-4
O=C(CCC(=O)N1CCOc2ccccc21)NCc1cccnc1,-0.9,-3,i,-7,-2,8,-3.6,29,-1,4
O=C(/C=C/c1ccccc1Cl)NCCc1ccc(F)cc1,-1.2,-16,-0.3,4,-9,5,1.5,-8,-3,0
Cc1cc2oc(C(=O)N3CCN(CCc4ccccn4)CC3)c(C)c2cc1C,1.4,-6,-0.3,3,-7,-18,-0.2,35,-2,2
CCC1=NN(S(=O)(=O)c2ccc(C)cc2)C(O)(C(F)(F)F)C1 (centres undefined),.,-9,i,-2,-9,9,-0.4,17,-2,7
CC(Sc1ccccn1)C(=O)Nc1ccccc1 (centres undefined),-0.9,-14,i,7,-5,12,-0.2,10,-1,-3

Single entries from the list:
C=CCNc1sc(C(=O)c2ccc(Br)s2)c(N)c1C#N in DUSP3 inh shows 2
COc1ccc(NC(=O)C2CCCN(S(=O)(=O)c3ccc4c(c3)CC(C)N4C(C)=O)C2)cc1 (centres undefined) in SSB-PriA inh shows 11
CCC1=NN(S(=O)(=O)c2ccc(C)cc2)C(O)(C(F)(F)F)C1 (centres undefined) in FBA Mtb inh shows 7
